Mm-Cpn inhibitor – M. maripaludis TRiC chaperonin inhibition; purified Mm-Cpn ATPase, ADP Transcreener TR-FRET; 330,000 tested, 0.031% active; Potency, µM (doses to about 76.9 µM), inactives show top-dose activity, negative = inhibition, actives largely listed as inhibitors; AID 504842; note: potency is the fitted concentration of half-maximal effect; % is set by controls: 0 for no effect and ±100 for the full control effect; nearly all actives have a fitted effect of over 80% in size
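Purified archaeal Mm-CPN (25nM final) preincubated 10 min at 37degC with compound, then 10uM ATP for 30 min at 37degC; ADP measured by HTRF Transcreener TR-FRET; buffer 30 mM TRIS pH 7.4, 100mM KCl, 5mM MgCl2, 1mM DTT.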
PTHR1 agonist – PTHR1 (human) receptor agonism | Q03431 | HEK293 GP2 PTHR1 cells, GloSensor cAMP luminescence, 1 h | Potency, µM (titrated, usually from 115 µM), for the others: top-dose activation, hits mostly activators | 410,000 tested, 0.075% active; note: potency is the fitted concentration of half-maximal effect; nearly all actives have a fitted effect of over 55% in size; some results filed as inactive show a strong effect at the top dose; inactives centre near -15; many of its hits are not listed in these tables
Target sequence (Q03431 whole entry, looked up): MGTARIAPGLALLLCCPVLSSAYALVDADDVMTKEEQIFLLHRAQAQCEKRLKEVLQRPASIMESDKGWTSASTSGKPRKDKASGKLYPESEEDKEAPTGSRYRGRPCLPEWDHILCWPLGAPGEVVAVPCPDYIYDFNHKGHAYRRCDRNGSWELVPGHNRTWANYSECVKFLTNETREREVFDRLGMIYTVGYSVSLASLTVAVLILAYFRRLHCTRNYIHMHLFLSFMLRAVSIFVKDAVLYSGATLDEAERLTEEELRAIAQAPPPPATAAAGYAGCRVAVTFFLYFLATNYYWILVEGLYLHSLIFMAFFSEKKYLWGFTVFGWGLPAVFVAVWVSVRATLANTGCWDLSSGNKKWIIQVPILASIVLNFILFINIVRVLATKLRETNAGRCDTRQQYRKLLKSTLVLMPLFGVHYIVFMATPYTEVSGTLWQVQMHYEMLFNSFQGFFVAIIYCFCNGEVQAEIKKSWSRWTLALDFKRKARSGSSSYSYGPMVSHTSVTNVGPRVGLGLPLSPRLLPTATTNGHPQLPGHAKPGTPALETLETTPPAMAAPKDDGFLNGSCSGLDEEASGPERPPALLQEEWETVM
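HEK-293-derived GP2 cells expressing PTHR1 and a GloSensor cAMP reporter, 3,000/well, plated overnight, given luciferin plus IBMX (each 0.5 mM as added) for 1 h at 37 °C, then compound for 1 h at 37 °C. Luminescence was read after 15 min at room temperature.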
Akt phos inh – Akt phosphorylation inhibition; AID 651550; 360,000 tested, 0.32% active; activity change, % for hits at 50 µM; Neuro2A IGF-stimulated pAkt S473 HTRF, 20 min; hits give low values; in the data active = activity change below about -80%; inconclusive = mostly about -51% to -80%; note: % is set by controls: 0 for no effect and ±100 for the full control effect
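Neuro2A cells (4,500/well, DMEM with 0.5% FBS) were treated with compound at a single 50 µM final concentration, stimulated with 6 nM IGF for 20 min at 37 °C, and lysed. Phospho-Akt Ser473 was read by HTRF as 665/615 ratio ×10^4.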
D3 ag – D3 dopamine receptor (human) agonism; D3R DiscoveRx beta-arrestin cells, luminescence, 90 min; P35462; 410,000 tested, 0.58% active; max activation, %; in the data active = max activation above about 30%; note: 0% is about no effect; mostly tested at two doses, the higher about 12 µM
Target sequence (P35462 whole entry, looked up): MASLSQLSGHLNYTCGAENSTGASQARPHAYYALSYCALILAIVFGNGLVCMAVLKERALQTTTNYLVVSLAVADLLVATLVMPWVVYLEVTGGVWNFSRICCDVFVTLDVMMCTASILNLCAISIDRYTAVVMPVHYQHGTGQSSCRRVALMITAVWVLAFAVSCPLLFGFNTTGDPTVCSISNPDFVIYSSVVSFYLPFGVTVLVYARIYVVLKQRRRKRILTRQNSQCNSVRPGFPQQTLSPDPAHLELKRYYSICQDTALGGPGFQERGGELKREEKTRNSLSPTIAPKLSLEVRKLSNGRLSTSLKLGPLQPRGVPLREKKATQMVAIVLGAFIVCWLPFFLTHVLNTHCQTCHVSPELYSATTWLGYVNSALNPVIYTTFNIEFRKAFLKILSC
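Agonist-mode cell screen: cells plated at 1500/well and incubated overnight at 37 °C, then exposed to library compounds for 90 min at 37 °C. Detection reagent was added for 30–60 min at room temperature, and luminescence was read.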
DRD3 antagonist – blocks the human D3 dopamine receptor. P35462. AID 652054. 360,000 tested, 2.5% active. D3R cells, DiscoveRx beta-arrestin luminescence, antagonist mode; hits give low values. max response, negative = inhibition, %; in the data active = max response below about -50%; inconclusive = no clear call, values can overlap the other calls; note: % is set by controls: 0 for no effect and ±100 for the full control effect; mostly tested at two doses, the higher about 12 µM
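Cells plated overnight at 1500 cells/well, then exposed to library compounds with dopamine controls for 90 minutes at 37 degrees C. DiscoveRx reagent added for 30–60 minutes at room temperature; luminescence read, quantitative HTS format.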
CCT modulator – changes cytosolic chaperonin activity. activity change, % (no concentration beside the values), hits read low. AID 651819. 360,000 tested, 0.3% active. purified chaperonin ATPase assay, HTRF ADP detection, 30 min; in the data active = activity change below about -30%; note: % is set by controls: 0 for no effect and ±100 for the full control effect
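Enzyme 40 or 20 nM (batch-dependent) in Tris pH 7.4/KCl/MgCl2/DTT; cpd 76 uM single point; ATP 10 uM; 30 min 37 °C; Transcreener ADP HTRF detection, 30 min RT; ratio 665/615.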
EPAC2 agonist – activates human EPAC2 exchange factor | AID 720711 | Potency, µM (doses to about 154 µM), without a hit: at the top dose activation, actives largely listed as activators | 360,000 tested, 0.079% active | EPAC2 activation, biochemical qHTS; response scale: 100% = 6.5 mM cAMP response; note: potency is the fitted concentration of half-maximal effect; nearly all actives have a fitted effect of over 50% in size
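Compounds were titrated in qHTS against a Rap1B-BODIPY-GDP (250 nM) complex with EPAC2 (100 nM) and GDP (50 uM). BODIPY-GDP release tracked at 480/540 nm over 30 min at room temperature, normalized to 6.5 mM cAMP.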
EPAC2 antag – antagonists of human EPAC2; AID 720708; 360,000 tested, 0.18% active; EPAC2 GEF exchange of Rap1B-BODIPY-GDP, fluorescence; Q8WZA2; Potency, µM (top dose mostly 114 µM), inactives show top-dose activity, negative = inhibition, usual class: inhibitors; note: potency is the fitted concentration of half-maximal effect; % is set by controls: 0 for no effect and ±100 for the full control effect; nearly all actives have a fitted effect of over 45% in size; many of its hits are not listed in these tables
* marks the source's active call; other numbers are inactive results; [ ] = dose if it differs, or a comment. Unless noted, calls come from the whole dose curve; as a rule, active = well fitted curve in the direction sought with a large enough effect; inconclusive = small, poorly fitted or top-dose-only effect, or another doubt; inactive = no such curve, though single readings can be large; an effect the other way counts as inactive or inconclusive. These rows are one share of the data; the hit share may differ from the screen's.

How did O=C1NC(=O)C(c2ccccc2)(C2CCCC2)N1 (centres undefined) do in these assays?
PTHR1 agonist: -7%; Akt phos inh: inactive; D3 ag: -14; DRD3 antagonist: -1; CCT modulator: 1.7; EPAC2 agonist: -1%; EPAC2 antag: -2%

What do the screens show for `O=C(NCC(c1cccs1)N1CCOCC1)c1ccc(OCc2ccccc2)cc1` (centres undefined)?
Mm-Cpn inhibitor: 0%; PTHR1 agonist: -28%; Akt phos inh: inactive; D3 ag: 11; DRD3 antagonist: 1; CCT modulator: 1.5; EPAC2 agonist: 15%; EPAC2 antag: -3%

Results for CCC/C=C1/CCCOC(C(=O)NCc2ccc(C)o2)(C(F)(F)F)C1 (centres undefined) ?
Mm-Cpn inhibitor: 2%; PTHR1 agonist: -37%[inhibitor]; Akt phos inh: inactive; D3 ag: -8; DRD3 antagonist: 10; CCT modulator: -0.8; EPAC2 agonist: 0%; EPAC2 antag: -25%

What do the screens show for `CSCC[C@H](NC(=O)OC(C)(C)C)C(=O)N1CCC(C(=O)N[C@H](C(=O)O)C(C)C)CC1`?
Mm-Cpn inhibitor: 0%; PTHR1 agonist: -14%[57.5 µM]; Akt phos inh: inactive; D3 ag: -1; DRD3 antagonist: -5; CCT modulator: -2.1; EPAC2 agonist: 2%; EPAC2 antag: -6%

Results for COc1ccc(OC)c(/C=N/c2c(-c3ccc(O)c(OC)c3)nc3ccccn23)c1 ?
Mm-Cpn inhibitor: -13%; PTHR1 agonist: inactive; Akt phos inh: inactive; D3 ag: -1; DRD3 antagonist: -1; CCT modulator: -1.8; EPAC2 agonist: 18%; EPAC2 antag: 1%[57.1 µM]

What do the screens show for `Cn1c(NC2CCCCC2)c(N=O)c(=O)n(C)c1=O`?
Mm-Cpn inhibitor: -1%; PTHR1 agonist: -4%; Akt phos inh: inactive; D3 ag: 0; DRD3 antagonist: 0; CCT modulator: 1.8; EPAC2 agonist: 2%; EPAC2 antag: 7%

How did CNc1cncc(-c2ccccc2CO)n1 do in these assays?
PTHR1 agonist: 16%; Akt phos inh: inactive; D3 ag: 2; DRD3 antagonist: 7; CCT modulator: -0.7; EPAC2 agonist: 6%; EPAC2 antag: 7%

How did O=C(N/N=C/c1cccc2ccccc12)c1cccs1 do in these assays?
Mm-Cpn inhibitor: 3%; PTHR1 agonist: -2%; Akt phos inh: inactive; D3 ag: -11; DRD3 antagonist: -12; CCT modulator: -4.0; EPAC2 agonist: 27%; EPAC2 antag: -9%

Results for Cc1occc1C(=O)Nc1ccccc1C(=O)O ?
Mm-Cpn inhibitor: -1%; PTHR1 agonist: -1%[57.5 µM]; Akt phos inh: inactive; D3 ag: 2; DRD3 antagonist: -24; CCT modulator: -1.7; EPAC2 agonist: 10%; EPAC2 antag: 1%

Results for Cc1ccc(S(=O)(=O)Nc2cccc(-n3cnnn3)c2)cc1 ?
Mm-Cpn inhibitor: 0%; PTHR1 agonist: inactive; Akt phos inh: inactive; D3 ag: -3; DRD3 antagonist: 31; CCT modulator: -1.3; EPAC2 agonist: 5%; EPAC2 antag: 4%

Results for CC(O)c1nc2ccccc2n1CCCOc1ccccc1 (centres undefined) ?
Mm-Cpn inhibitor: 0%; PTHR1 agonist: inactive; Akt phos inh: inactive; D3 ag: 6; DRD3 antagonist: 4; CCT modulator: 0.9; EPAC2 agonist: 1%; EPAC2 antag: -7%

What do the screens show for `CN(C)/C=C/C(=O)c1cccc(C(F)(F)F)c1`?
Mm-Cpn inhibitor: 1%; PTHR1 agonist: inactive; Akt phos inh: inactive; D3 ag: -3; DRD3 antagonist: -2; CCT modulator: -4.6; EPAC2 agonist: 3%; EPAC2 antag: 14%

How did COc1ccc(/C(N)=N/O)cc1O do in these assays?
Mm-Cpn inhibitor: 0%; PTHR1 agonist: -5%; Akt phos inh: inactive; D3 ag: -2; DRD3 antagonist: -11; CCT modulator: -30*; EPAC2 agonist: -6%; EPAC2 antag: -1%

How did CC1(C)CC(=O)C=C(Nc2cc(-c3ccccc3)[nH]n2)C1 do in these assays?
Mm-Cpn inhibitor: 1%; PTHR1 agonist: inactive; Akt phos inh: inactive; D3 ag: -14; DRD3 antagonist: -18; CCT modulator: -0.2; EPAC2 agonist: 3%; EPAC2 antag: 1%

What do the screens show for `O=C(CNc1ccc2ccccc2c1)N/N=C/c1ccc(OC(=O)/C=C/c2ccco2)cc1`?
Mm-Cpn inhibitor: inconclusive; PTHR1 agonist: -52%[inhibitor]; Akt phos inh: inactive; D3 ag: 3; DRD3 antagonist: -4; CCT modulator: 3.6; EPAC2 agonist: -7%; EPAC2 antag: -26%

How did O=C(CCN1CCCC1)c1cccs1 do in these assays?
Mm-Cpn inhibitor: 4%; PTHR1 agonist: inactive; Akt phos inh: inactive; D3 ag: -10; DRD3 antagonist: -13; CCT modulator: 0.7; EPAC2 agonist: 4%; EPAC2 antag: 2%

What do the screens show for `COc1ccc([C@H]2CC(=O)C=C(c3ccc4ncccc4c3)C2)cc1`?
Mm-Cpn inhibitor: -7%; PTHR1 agonist: -41%[inhibitor]; Akt phos inh: inactive; D3 ag: -4; DRD3 antagonist: -19; CCT modulator: -1.5; EPAC2 agonist: 8%; EPAC2 antag: inconclusive

How did COc1ccccc1NC(=O)CSc1nnc(C)s1 do in these assays?
Mm-Cpn inhibitor: 1%; PTHR1 agonist: -16%; Akt phos inh: inactive; D3 ag: 1; DRD3 antagonist: 11; CCT modulator: -0.7; EPAC2 agonist: 11%; EPAC2 antag: -1%

How did O=C(NCc1cccs1)C1CCCN1C(=O)Nc1cccc(F)c1 (centres undefined) do in these assays?
Mm-Cpn inhibitor: 2%; PTHR1 agonist: -18%; Akt phos inh: inactive; D3 ag: 2; DRD3 antagonist: 5; CCT modulator: 0.5; EPAC2 agonist: -2%; EPAC2 antag: 3%

Results for CCCCCCCNC(=O)C1(CC2CC(c3ccc(Cl)cc3)=NO2)CCN(C(=O)C2CCCC2)CC1 (centres undefined) ?
Mm-Cpn inhibitor: 2%; PTHR1 agonist: 0%; Akt phos inh: inactive; D3 ag: -24; DRD3 antagonist: -15; CCT modulator: -3.1; EPAC2 agonist: -5%; EPAC2 antag: -7%

Results for O=C(CCn1cccn1)N1CCCC(N2CCN(c3cccc(C(F)(F)F)c3)CC2)C1 (centres undefined) ?
Mm-Cpn inhibitor: -2%; PTHR1 agonist: -3%; Akt phos inh: inactive; D3 ag: 0; DRD3 antagonist: 3; CCT modulator: -2.8; EPAC2 agonist: inconclusive; EPAC2 antag: 7%

What do the screens show for `CCC(C)[C@H](NC(=O)N1CCC(C)CC1)C(=O)OC` (some centres undefined)?
Mm-Cpn inhibitor: -3%; PTHR1 agonist: inactive; Akt phos inh: inactive; D3 ag: -12; DRD3 antagonist: -21; CCT modulator: -2.9; EPAC2 agonist: 9%; EPAC2 antag: -4%

Results for CCOC(=O)Cn1c2ccc(C)cc2c2nc(C)sc21 ?
Mm-Cpn inhibitor: 5%; PTHR1 agonist: inactive; Akt phos inh: inactive; D3 ag: -3; DRD3 antagonist: 16; CCT modulator: 1.2; EPAC2 agonist: -6%; EPAC2 antag: -3%

What do the screens show for `CCCn1c(SCC(=O)NC2CCC(C)CC2)n[nH]c1=O` (centres undefined)?
Mm-Cpn inhibitor: 1%; PTHR1 agonist: -96%[inhibitor]; Akt phos inh: inactive; D3 ag: -6; DRD3 antagonist: 1; CCT modulator: -3.5; EPAC2 agonist: 10%; EPAC2 antag: 3%

What do the screens show for `COc1ccc(CCC(C)NCc2ccc(C(F)(F)F)cc2)cc1` (centres undefined)?
Mm-Cpn inhibitor: 1%; PTHR1 agonist: -21%; Akt phos inh: inactive; D3 ag: -3; DRD3 antagonist: inconclusive; CCT modulator: -3.8; EPAC2 agonist: 3%; EPAC2 antag: 3%

How did O=C(Cc1sc(Nc2ccccc2)nc1-c1ccccc1)NCc1ccccn1 do in these assays?
Mm-Cpn inhibitor: -5%; PTHR1 agonist: -8%; Akt phos inh: inactive; D3 ag: 0; DRD3 antagonist: -12; CCT modulator: -0.4; EPAC2 agonist: 12%; EPAC2 antag: -2%

How did Cc1cc(C(=O)CC#N)c(C)n1-c1c(C)n(C)n(-c2ccccc2)c1=O do in these assays?
Mm-Cpn inhibitor: 4%; PTHR1 agonist: inactive; Akt phos inh: inactive; D3 ag: 11; DRD3 antagonist: 9; CCT modulator: 3.4; EPAC2 agonist: -1%; EPAC2 antag: -5%

Results for Cc1cn([C@H]2C[C@H](O)[C@@H](CCC(=O)NCc3ccccc3)O2)c(=O)[nH]c1=O ?
PTHR1 agonist: -23%; Akt phos inh: inactive; D3 ag: 4; DRD3 antagonist: 35; CCT modulator: 1.3; EPAC2 agonist: -1%; EPAC2 antag: -7%

What do the screens show for `Cc1ccccc1Cn1nc(C)c(NC(=O)c2cc(-c3cccs3)on2)c1C`?
Mm-Cpn inhibitor: 0%; PTHR1 agonist: -25%; Akt phos inh: inactive; D3 ag: -10; DRD3 antagonist: 15; CCT modulator: -0.8; EPAC2 agonist: 14%; EPAC2 antag: -10%

How did Cc1c(C#N)c2n(c1C)CCCC(=O)N2 do in these assays?
PTHR1 agonist: inactive; Akt phos inh: inactive; D3 ag: 1; DRD3 antagonist: 13; CCT modulator: 1.4; EPAC2 agonist: 1%; EPAC2 antag: -1%

Structures from the list above with an NH in an aromatic ring (three):
How did CC1(C)CC(=O)C=C(Nc2cc(-c3ccccc3)[nH]n2)C1 do in these assays?
Mm-Cpn inhibitor: 1%; PTHR1 agonist: inactive; Akt phos inh: inactive; D3 ag: -14; DRD3 antagonist: -18; CCT modulator: -0.2; EPAC2 agonist: 3%; EPAC2 antag: 1%

What do the screens show for `CCCn1c(SCC(=O)NC2CCC(C)CC2)n[nH]c1=O` (centres undefined)?
Mm-Cpn inhibitor: 1%; PTHR1 agonist: -96%[inhibitor]; Akt phos inh: inactive; D3 ag: -6; DRD3 antagonist: 1; CCT modulator: -3.5; EPAC2 agonist: 10%; EPAC2 antag: 3%

Results for Cc1cn([C@H]2C[C@H](O)[C@@H](CCC(=O)NCc3ccccc3)O2)c(=O)[nH]c1=O ?
PTHR1 agonist: -23%; Akt phos inh: inactive; D3 ag: 4; DRD3 antagonist: 35; CCT modulator: 1.3; EPAC2 agonist: -1%; EPAC2 antag: -7%
